IL1B secr inh – qHTS for Inhibitors of Inflammasome Signaling: IL-1-beta AlphaLISA Primary Screen; THP-1 LPS/ATP IL-1B secretion, AlphaLISA, 16 h; stronger effect = lower value; activity change, % at 57.5 µM; 360,000 tested, 4.7% active; in the data active means activity change below about -50%; inconclusive means mostly about -30% to -49%; further: on the % scale 0 is the no-effect control and ±100 the full control effect
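THP-1 cells pretreated 1 hr with compounds (up to 57.5 uM final), then stimulated with LPS (250 ng/mL final) plus ATP (1.25 mM final); secreted IL-1B measured by AlphaLISA after 16 hr, decreased signal indicating inhibition.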
MCF10A rerep – A quantitative high throughput screen for small molecules that induce DNA re-replication in MCF 10a normal breast cells; MCF 10A DNA re-replication, Hoechst nuclear intensity, 48 h; Potency, µM (highest dose often 46.1 µM), without a hit: at the highest dose activity, positive = re-replication, usual class: activators; 350,000 tested, 2.9% active; further: potency means the concentration at half of the fitted maximal effect; % of control where 0% means no effect; nearly all actives have a fitted effect of over 50% in size
HT1080-NT tox – qHTS for induction of synthetic lethality in tumor cells producing 2HG: qHTS for the HT-1080-NT fibrosarcoma cell line; HT-1080-NT fibrosarcoma viability, CellTiter-Glo ATP luminescence, 48 h; Potency, µM (doses to about 46.1 µM), for the others: top-dose activity, negative = less viability, usual class: cytotoxic; 360,000 tested, 1.6% active; AID 686970, 2013;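 further: NT is the 2HG producing partner of a matched IDH1 knockdown line; potency means the concentration at half of the fitted maximal effect; 0% = DMSO-treated cells and -100% = media-only wells without cells; nearly all actives have a fitted effect of over 55% in size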
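Compounds were tested in concentration-response format on HT-1080-NT cells for 48 hours at 37 degrees C. Cell viability came from CellTiter-Glo luminescence; curves were classified by r2, response magnitude and activity.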
S2 tox – Viability Counterscreen for Primary qHTS for Inhibitors of ATXN expression. S2 cells (HEK-293 line with an ATXN2-luciferase reporter) viability, CellTiter-Fluor protease fluorescence, 24 h. Potency, µM (doses to about 56.7 µM), most hits filed as cytotoxic. 400,000 tested, 0.49% active. AID 651635, 2014; further: potency means the concentration at half of the fitted maximal effect; nearly all actives have a fitted effect of over 40% in size
HT1080 IDH1KD tx – qHTS for induction of synthetic lethality in tumor cells producing 2HG: qHTS for the HT-1080-IDH1KD cell line | HT-1080 IDH1 knockdown viability, ATP luminescence, 48 h | Potency, µM (series often up to 46.1 µM), for inactives: at the top dose activity, negative = toxicity, most hits filed as cytotoxic | 360,000 tested, 2% active | AID 686971, 2013;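 further: potency means the concentration at half of the fitted maximal effect; 0% = DMSO wells and -100% = cell-free medium wells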
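Luminescent ATP read-out (CellTiter-Glo, 10 min at room temperature) after 48 h compound exposure at 37 °C gave viability of IDH1-knockdown HT-1080 cells. Activity was normalised to DMSO and cell-free wells, then fitted as concentration-response curves.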
KB-V1 cytotox – qHTS assay for MDR1-selective chemotherapeutics: Primary screen using the drug-selected MDR subline cells KB-V1; KB-V1 MDR cells viability, CellTiter-Glo, 72 h; Potency, µM (top dose mostly 46.1 µM), for the others: top-dose activity change, negative = cytotoxicity, actives largely listed as cytotoxic; 400,000 tested, 3.4% active; further: potency means the concentration at half of the fitted maximal effect; on the % scale 0 is the no-effect control and ±100 the full control effect; nearly all actives have a fitted effect of over 60% in size
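Following 72 h at 37 degrees C with compound, KB-V1 cell viability was read by CellTiter-Glo luminescence, medium being phenol-red-free DMEM plus 10% FBS; concentration-response parameters came from normalized, curve-fitted qHTS data.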
SW480 rereplic – A quantitative high throughput screen for small molecules that induce DNA re-replication in SW480 colon adenocarcinoma cells; SW480 DNA re-replication, Hoechst DNA content imaging, 48 h; 340,000 tested, 1.8% active; Potency, µM (series often up to 46.1 µM), without a hit: at the highest dose re-replication activation, actives largely listed as activators; further: potency means the concentration at half of the fitted maximal effect; % of control where 0% means no effect; nearly all actives have a fitted effect of over 55% in size
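Per well, 250 cells were exposed to pinned compound for 48 hr. Nuclear DNA was visualised with Hoechst (40 min, 37 C) and total object intensity recorded by fluorescence scanning.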
KB-3-1 tox – qHTS assay for MDR1-selective chemotherapeutics: Primary screen using the parental adenocarcinoma cell KB-3-1; AID 1347075, 2019; 400,000 tested, 1.4% active; KB-3-1 viability, CellTiter-Glo ATP luminescence, 72 h; Potency, µM (top dose mostly 46.1 µM), for the others: top-dose activity change, negative = cytotoxic, hits mostly cytotoxic; further: potency means the concentration at half of the fitted maximal effect; on the % scale 0 is the no-effect control and ±100 the full control effect; nearly all actives have a fitted effect of over 60% in size
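Here the drug-naive KB-3-1 line serves as comparator for MDR sub-line selectivity; cells received compound titrations, 72 h at 37 °C, then CellTiter-Glo readout.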
ATXN2 expr inh – Primary qHTS for Inhibitors of ATXN expression | HEK-293 ATXN2-luciferase reporter, luminescence, 24 h | Potency, µM (highest dose often 57 µM), for inactives: at the top dose activity change, negative = inhibition, hits mostly inhibitors | 360,000 tested, 0.72% active; further: potency means the concentration at half of the fitted maximal effect; on the % scale 0 is the no-effect control and ±100 the full control effect; nearly all actives have a fitted effect of over 55% in size
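qHTS (up to 57 uM final) was run with 24 h compound exposure of reporter cells at 37 °C. Each well was multiplexed: SteadyGlo luminescence measured ATXN2-luciferase expression after a fluorogenic Gly-Phe-AFC viability readout (25 uM final).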
* marks the source's active call; other numbers are inactive results; i = inactive; u = inconclusive; x = no result given; [ ] = dose if it differs, or a comment. Unless noted, the call rests on the fitted dose curve; in most records, active means well fitted curve in the direction sought with a large enough effect; inconclusive means small, poorly fitted or top-dose-only effect, or another doubt; inactive means no such curve, though single readings can be large; an effect the other way counts as inactive or inconclusive.

SMILES | IL1B secr inh | MCF10A rerep | HT1080-NT tox | S2 tox | HT1080 IDH1KD tx | KB-V1 cytotox | SW480 rereplic | KB-3-1 tox | ATXN2 expr inh
CCOC(=O)c1ccc(N/C=C/C(=O)c2ccc(OC)cc2)cc1 | 8.8 | 15.4% | 7.2% | i | 9.2% | 7.7% | -0.1% | -1.8% | -20.1%
CCC1Sc2ccc(S(=O)(=O)CCC(=O)NCc3cccs3)cc2NC1=O (configuration not stated) | 72.3 | u | -18.4% | i | u | -21.5% | u | u | -10.8%
COc1ccc(/C=N/NC(=O)CN2CCCC2)cc1 | -12.2 | -0.2% | -3.2% | i | 0.1% | 13.8% | -8.3% | 17.3% | x
O=C(NCC1CCCO1)c1ccccc1NS(=O)(=O)c1cccc([N+](=O)[O-])c1 (configuration not stated) | 15.4 | -1.3% | -7.3% | i | -6.0% | -13.9% | 2.1% | -23.5% | 7.7%
CCOC(=O)C1(CCOc2ccccc2)CCN(Cc2cnc(C)s2)CC1 | -8.0 | u | -7.3% | i | -6.6% | -29.0% | -6.6% | -0.5% | -29.1%
COc1cc(C2NC(=O)CS2)cc(OC)c1OC (configuration not stated) | 5.3 | -2.7% | 17.5% | i | 18.3% | -1.8% | -6.5% | 7.1% | -7.7%
COc1ccccc1CNC(=O)CCc1c(C)nn(-c2ccc(N3CCOCC3)nn2)c1C | x | x | x | i | x | -6.1% | x | -3.0% | 5.1%
O=C(CCN1CCCO1)N1CCCC(Nc2cccc(F)c2)C1 (configuration not stated) | -4.6 | x | 7.2% | i | 8.5% | 1.1% | x | u | x
COc1cc(O)oc1C=Nc1ccc(Cl)cc1 | u | 8.5% | 5.6% | i | 0.1% | 2.0% | -18.3% | 1.2% | -4.2%
COCc1cc(=O)[nH]c(/N=C(\N)Nc2cccc(Cl)c2)n1 | 23.4 | 6.9% | 8.4% | i | 8.6% | -1.5% | u | u | -4.6%
Cc1cc(NC(=O)c2cc(CC(C)C)on2)n(-c2ccccc2)n1 | 18.3 | 2.1% | -17.8% | i | -4.8% | -1.9% | -2.5% | -2.1% | -2.5%
Cc1cc(=O)oc2cc(OCC(=O)NC3CCCC3)ccc12 | -2.0 | -23.6% | 8.8% | i | 10.7% | 13.9% | -12.2% | 0.0% | 1.0%
CCCNC(=O)C1(C)CCCN(C(=O)c2cccc(C(F)(F)F)c2)C1 (configuration not stated) | 33.1 | x | u | i | 11.4% | 5.8% | x | 0.0% | -0.4%
Nc1nc(CSc2ncccn2)nc(Nc2ccccc2)n1 | -16.1 | -7.5% | 8.4% | i | 16.6% | -13.8% | -2.6% | 7.6% | 37.4%[activator]
Cc1cc(NC(=O)c2ccc(-c3ccc(Br)cc3)o2)cc(-c2nc3ncccc3o2)c1O | x | x | x | i | x | 0.0% | x | 4.5% | 2.4%
O=C(Nc1cccc(NC(=O)c2ccc(Cl)cc2)n1)c1ccc(Cl)cc1 | i | -40.0%[inhibitor] | 6.9% | i | 12.3% | 2.2% | -0.6% | 0.0% | -2.8%
COC(=O)c1c(C)[nH]c(C(=O)NCCc2ccc(S(N)(=O)=O)cc2)c1C | 17.2 | -7.3% | 11.6% | x | 12.6% | 4.1% | 1.2% | 14.1% | 2.4%
COc1cccc(CC(=S)N2CCOCC2)c1 | 5.8 | 1.2% | 9.1% | i | 16.3% | -12.3% | u | 9.3% | 1.0%
CN1CCc2cc(O)c(O)cc2C(c2ccccc2)C1 (configuration not stated) | -21.9 | -35.0%[inhibitor] | 11.1% | i | -1.6% | -2.4% | 14.2% | 0.0% | 5.1%
Clc1ccc(C2CC(c3cccs3)n3ncnc3N2)cc1 (configuration not stated) | 4.4 | u | -6.3% | i | -19.4% | -28.1% | u | 3.2% | 1.3%
CCc1ccc(CN2C(=O)c3ccccc3C2C(=O)NCc2cccnc2)cc1 (configuration not stated) | -10.6 | -6.9% | 16.3% | i | 24.4% | -23.0% | -2.6% | 10.4% | -0.2%
CCCCCCCn1c(=O)c(C(=O)OC)c(N)c2ccccc21 | -58.8* | 0.3% | u | u | u | 14.6µM* | -0.4% | -10.7% | u
CC(CNC(=O)Cn1ccc(NC(=O)OCc2ccccc2)nc1=O)c1ccccc1 (configuration not stated) | -2.9 | 10.0% | 7.1% | i | 21.6% | 13.4% | -4.4% | 2.1% | 6.8%
COc1ccc2c(c1)CCc1c(C(=O)Nc3cc(C)n(Cc4ccc(Cl)cc4)n3)noc1-2 | 44.1 | 29.9% | 17.0% | i | 16.1% | -4.2% | 1.1% | -1.8% | -20.9%
Cn1c2ccccc2c2ncn(CCC3=CCCCC3)c(=O)c21 | 3.6 | u | -16.8% | i | -18.9% | 16.4µM* | 2.3% | -6.1% | 29.6%
COc1ccc(COC(=O)CCNC(=O)c2ccc(Cl)cc2)cc1 | 5.8 | -2.1% | -2.2% | i | 2.9% | -8.0% | -1.7% | 1.3% | 8.1%
Cc1ccc(S(=O)(=O)N(C)CC(=O)Nc2ncccc2C)cc1 | -10.3 | 4.5% | -0.9% | i | 0.9% | 24.5% | 7.9% | 19.1% | -12.3%
COc1ccc(/C=N/Nc2cc(N3CCOCC3)ncn2)c(OC)c1 | -29.4 | -1.3% | 10.0% | i | -0.1% | u | -5.2% | 0.9% | -4.0%
O=[N+]([O-])c1cc(S(=O)(=O)N2CCOCC2)ccc1NS(=O)(=O)c1ccccc1 | -82.9* | 15.9% | -1.8% | i | 11.7% | u | 3.0% | -11.2% | 2.9%
COC1=Cc2c(ccc3ccc(=O)oc23)OC1(C)C | 27.3 | -1.0% | 18.0% | x | 4.5% | -22.3% | -5.7% | 5.2% | x
O=C(Cn1c(=O)n(CCCCC(=O)NC2CCCC2)c(=O)c2ccccc21)NCCC1=CCCCC1 | -8.0 | 2.3% | 5.6% | i | 4.1% | -0.8% | -3.7% | 0.5% | -14.9%
COC(=O)c1cc(-c2c(C)nn(-c3ccccc3)c2C)n[nH]1 | 14.3 | 0.8% | -1.8% | i | -8.8% | -10.5% | -2.5% | -4.2% | 53.1%[activator]
Cc1cccc(-n2[nH]c(C)c(C=Nc3ccc4[nH]c(=O)[nH]c4c3)c2=O)c1 | -6.7 | -6.1% | -1.2% | i | -0.3% | -29.4% | -5.3% | 3.4% | 1.0%
COC(=O)Cn1cnc2c(Cl)nc(F)nc21 | -89.6* | 14.0% | -14.5% | i | -20.0% | -0.1% | u | 0.0% | -8.7%
CCN(c1ccccc1)S(=O)(=O)c1cc2c(cc1C)n(C)c(=O)c(=O)n2C | 47.0 | 17.5% | -1.6% | i | -1.1% | 0.3% | -4.6% | -1.7% | -0.2%
Cc1csc2nc(COC(=O)COc3ccccc3F)cc(=O)n12 | x | x | x | i | x | 3.9% | x | 2.2% | 7.1%
Cc1ccc(C)c(NC(=O)C2CCCC2)c1 | -14.0 | 0.5% | 5.5% | u | 12.3% | 17.4% | -3.5% | 3.1% | x
Cc1nn2c(N3CCN(C4CCCC4)CC3)cc(C(C)(C)C)nc2c1-c1ccccc1 | 7.2 | -2.9% | 10.9% | i | 0.6% | 2.2% | 2.0% | 3.7% | -8.0%
Cc1cc(OCC(=O)OCC(=O)c2c(N)n(C)c(=O)n(C)c2=O)ccc1Cl | 0.7 | 1.2% | 7.3% | i | 12.0% | -8.3% | 3.1% | -0.1% | -25.6%
COc1ccccc1C(CNC(=O)CN1C(=O)NC(C)(c2ccc3ccccc3c2)C1=O)N1CCCC1 (configuration not stated) | -17.7 | 13.3% | -4.1% | i | 3.1% | -1.1% | -2.6% | 6.2% | -12.8%
COc1ccccc1N1C(=O)[C@@H]2C(C(=O)CN3C(=O)c4ccccc4C3=O)=NN[C@@H]2C1=O | 7.7 | -1.8% | 0.8% | i | 4.8% | 22.9% | -1.8% | 3.0% | 41.0%[activator]
COc1ccc2c(c1)c(=O)oc1cc3occ(C(C)(C)C)c3cc12 | -8.8 | -6.3% | -2.0% | i | -3.7% | -14.7% | -7.9% | -16.7% | 1.4%
Cc1cc(C(F)(F)F)nc(NNc2nc(C)cc(C(F)(F)F)n2)n1 | -8.2 | x | -3.1% | i | 9.8% | -3.2% | x | -3.9% | x
CCOC(=O)c1cnn(-c2ccc(F)cc2)c1N | -11.7 | -2.3% | 13.7% | i | 10.8% | -11.9% | -0.1% | 11.6% | 26.3%
Cc1cccc(NC(=O)CSc2nc(=O)n(Cc3ccco3)c3c2CCC3)c1C | x | x | x | i | x | -11.6% | x | 6.3% | -2.3%
O=C(CSC1=NS(=O)(=O)c2ccccc2N1)Nc1cccc(F)c1 | 15.3 | 0.0% | -15.4% | i | -1.6% | 0.0% | -72.1%[inhibitor] | 12.3% | -5.0%
CCCCN(CCCC)Cc1cc(=O)oc2cc(C)c(Cl)cc12 | 10.4 | x | -6.8% | i | -9.3% | -6.0% | x | u | -14.9%

Fetched one by one from the list above (three):
SMILES | IL1B secr inh | MCF10A rerep | HT1080-NT tox | S2 tox | HT1080 IDH1KD tx | KB-V1 cytotox | SW480 rereplic | KB-3-1 tox | ATXN2 expr inh
CCCCN(CCCC)Cc1cc(=O)oc2cc(C)c(Cl)cc12 | 10.4 | x | -6.8% | i | -9.3% | -6.0% | x | u | -14.9%
COc1ccccc1N1C(=O)[C@@H]2C(C(=O)CN3C(=O)c4ccccc4C3=O)=NN[C@@H]2C1=O | 7.7 | -1.8% | 0.8% | i | 4.8% | 22.9% | -1.8% | 3.0% | 41.0%[activator]
O=C(CSC1=NS(=O)(=O)c2ccccc2N1)Nc1cccc(F)c1 | 15.3 | 0.0% | -15.4% | i | -1.6% | 0.0% | -72.1%[inhibitor] | 12.3% | -5.0%
